# MITF inh = MITF inhibitors, primary screen, biochemical, AlphaScreen, human; AID 1259374, 2018; AlphaScreen MITF homodimerization, bead proximity signal; inhibition, % at 2.6 µM; 650,000 compounds, 0.91% hits; in the data active = inhibition above about 50%;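 note: 0% = vehicle wells with protein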
# Target sequence (O75030 whole entry, looked up): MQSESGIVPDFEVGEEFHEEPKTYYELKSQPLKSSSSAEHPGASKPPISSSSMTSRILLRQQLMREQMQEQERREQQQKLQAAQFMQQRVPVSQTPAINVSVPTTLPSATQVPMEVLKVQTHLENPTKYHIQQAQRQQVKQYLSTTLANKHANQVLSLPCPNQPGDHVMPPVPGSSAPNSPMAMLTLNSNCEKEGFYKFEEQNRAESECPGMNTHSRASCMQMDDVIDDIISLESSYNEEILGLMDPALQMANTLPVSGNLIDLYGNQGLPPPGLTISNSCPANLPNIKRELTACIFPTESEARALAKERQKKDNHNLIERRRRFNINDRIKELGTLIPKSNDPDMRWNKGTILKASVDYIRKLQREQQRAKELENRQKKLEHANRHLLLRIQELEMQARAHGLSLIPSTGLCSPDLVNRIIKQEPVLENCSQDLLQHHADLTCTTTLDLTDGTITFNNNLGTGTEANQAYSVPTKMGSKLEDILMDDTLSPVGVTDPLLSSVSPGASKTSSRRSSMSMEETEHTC
# TEAD-YAP inh = TEAD-YAP interaction inhibition, primary screen, TEAD-YAP interaction inhibitor project, luminescence, HEK-TIYL cells. TEAD-Gal4/YAP UAS-luciferase luminescence. inhibition, % at 9.12 µM. 640,000 compounds, 1.4% hits. AID 1259422, 2018; in the data active = inhibition above about 32%;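 note: 0% = median of test compound wells and 100% = reference inhibitor wells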
# GPR151 ag = activators of human GPR151, primary screen, cell-based, PathHunter beta-arrestin, luminescence | G-protein coupled receptor 151 (Homo sapiens), Q8TDV0 | PathHunter beta-arrestin GPR151 cells | activation, % at 11.2 µM | 650,000 compounds, 1% hits | AID 1508602, 2020; in the data active = activation above about 4.9%;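 note: 0% = median of compound wells and 100% = cells with positive control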
# Target sequence (Q8TDV0 whole entry, looked up): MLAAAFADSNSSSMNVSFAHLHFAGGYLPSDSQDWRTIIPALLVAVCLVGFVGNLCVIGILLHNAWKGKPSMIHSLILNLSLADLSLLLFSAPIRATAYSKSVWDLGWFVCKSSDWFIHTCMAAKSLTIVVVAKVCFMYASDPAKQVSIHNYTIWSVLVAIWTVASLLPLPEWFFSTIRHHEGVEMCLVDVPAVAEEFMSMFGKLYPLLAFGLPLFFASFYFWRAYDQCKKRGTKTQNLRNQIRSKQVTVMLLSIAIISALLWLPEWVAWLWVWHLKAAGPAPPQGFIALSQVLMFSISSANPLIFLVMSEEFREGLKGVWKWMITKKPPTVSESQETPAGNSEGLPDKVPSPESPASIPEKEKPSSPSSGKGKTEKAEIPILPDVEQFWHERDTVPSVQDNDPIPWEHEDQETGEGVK
# FBW7 act = FBW7 E3 ligase activators, primary screen, biochemical, AlphaScreen, human; 650,000 compounds, 0.13% hits; normalized activity (activation), % at 26.1 µM; AlphaScreen FBW7–phospho-cyclin E peptide binding, activator screen; in the data active = normalized activity above about 1.9%;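 note: purified mutant Fbw7 with reduced substrate affinity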
# * hit, by the source's call.
SMILES,MITF inh,TEAD-YAP inh,GPR151 ag,FBW7 act
CCOc1ccc(Br)cc1C(=O)N/N=C/c1ccc([N+](=O)[O-])cc1,2,0,7.3*,-0.1
COc1ccc(OC)c(NC(=O)c2sc3ncn(Cc4ccccc4F)c(=O)c3c2C)c1,4,-12,0.0,-0.1
O=S(=O)(NCc1ccccc1)c1ccc(S(=O)(=O)NCc2ccncc2)cc1,5,29,2.8,-0.1
O=[N+]([O-])c1ccc(O)c(C2=NNC(c3ccncc3)C2)c1 (configuration not stated),13,-22,0.0,-0.1
CCN(CC(=O)NC(C)C)C(=O)COC(=O)c1cc(F)c(F)cc1Cl,-8,1,-0.2,0.1
CCc1c(C)sc2ncn3c(=O)n(CC(=O)NC(C)C)nc3c12,-21,-2,-0.4,0.1
COc1ccc(NC(=O)CSc2cccc3cccnc23)cc1,10,12,0.2,-0.1
CCOC(=O)c1sc(NC(=O)c2ccc(Cl)c(Cl)c2)c(C(=O)OCC)c1C,4,9,-1.1,-0.1
COc1cccc(OCCNc2cc(N3CCCC3)ccc2[N+](=O)[O-])c1,6,-3,0.5,-0.2
Cc1cccc(-c2nc3ccccc3c(=O)n2NC(=O)c2cccc(Cl)c2)c1,-5,9,-1.2,0.4
COc1ccc(C(=O)OCC(=O)c2ccc(C)c([N+](=O)[O-])c2)cc1,3,7,1.1,-0.1
CCOC(=O)N1CCN(C(=O)c2ccc3c(=O)n(Cc4ccccc4)c(SCc4cccc([N+](=O)[O-])c4)nc3c2)CC1,23,2,-0.7,0.0
CCN(Cc1ccccc1)S(=O)(=O)c1ncn[nH]1,-2,5,-0.6,0.0
CC/C(=N\O)c1ccc(OCc2ccc(C(=O)OC)cc2)c(OC)c1,-10,-56,-1.8,0.2
O=CN1CCN(C2CC(=O)N(c3ccc(F)cc3)C2=O)CC1 (configuration not stated),6,8,0.0,0.2

# Of the compounds above, these have an aryl methoxy group.
SMILES,MITF inh,TEAD-YAP inh,GPR151 ag,FBW7 act
COc1ccc(OC)c(NC(=O)c2sc3ncn(Cc4ccccc4F)c(=O)c3c2C)c1,4,-12,0.0,-0.1
COc1ccc(NC(=O)CSc2cccc3cccnc23)cc1,10,12,0.2,-0.1
COc1cccc(OCCNc2cc(N3CCCC3)ccc2[N+](=O)[O-])c1,6,-3,0.5,-0.2
COc1ccc(C(=O)OCC(=O)c2ccc(C)c([N+](=O)[O-])c2)cc1,3,7,1.1,-0.1
CC/C(=N\O)c1ccc(OCc2ccc(C(=O)OC)cc2)c(OC)c1,-10,-56,-1.8,0.2

# Next section
SMILES,MITF inh,TEAD-YAP inh,GPR151 ag,FBW7 act
COCc1ccc(CN2CCOc3ccc(CN4CCN(C(C)=O)CC4)cc3C2)o1,20,-13,-1.4,0.3
O=C(c1cccc(C(=O)N2CCOCC2)n1)N1CCOCC1,-1,4,-0.2,-0.1
CCCN(CCC)S(=O)(=O)c1ccc(C(=O)N2CC(=O)Nc3ccc(C)cc3C2c2ccccc2)cc1 (configuration not stated),6,-11,0.5,-0.1
CCn1nnc(NC(=O)c2ccccc2Cl)n1,-6,-43,0.3,-0.2
CC(C)Oc1ccc(-c2nn(-c3ccccc3)cc2/C=c2\sc3nc(-c4ccc(Br)cc4)nn3c2=O)cc1,18,-3,2.0,-0.1
O=C(Nc1ccc(-c2nc3ccccc3o2)c(O)c1)c1cccc(Cl)c1,6,14,-0.1,-0.1
OCCC1CN(Cc2ccc3c(c2)CCO3)CCN1Cc1ccc(F)cc1 (configuration not stated),-6,-1,-0.3,-0.2
CCOC(=O)c1cn(CC(=O)Nc2ccc(Cl)cc2)nn1,2,-4,0.5,0.2
CCOc1ccc(NC(=O)NC(=O)N(C2CCCCC2)S(C)(=O)=O)cc1,-6,-2,0.2,-0.1
CC(O)c1ccc(CCc2ccc(C(C)O)cc2)cc1 (configuration not stated),10,-20,0.4,0.8
COC(=O)Cc1c(C)nc2nc(NCc3ccc(C(C)C)cc3)[nH]n2c1=O,-19,-6,2.9,0.0
COc1cc(OC)c(OC)cc1CNc1sc2c(c1C(=O)Nc1cc(Cl)ccc1OC)CCC2,0,0,1.4,0.0
O=C(Nc1nc(-c2ccc3c(c2)OCCO3)cs1)C1CC1,-8,-23,-1.6,-0.1
COc1cc([N+](=O)[O-])cc(/C=N/NC(=O)CCn2nnc3ccccc32)c1O,22,-2,-0.4,-0.2
CCOc1ccc(S(=O)(=O)N2CCN(S(=O)(=O)c3ccc(OCC)cc3)C(C)C2)cc1 (configuration not stated),10,0,-0.5,0.3
Cc1cccc(NC(=O)CCS(=O)(=O)c2ccc3c(c2)n(C)c(=O)c(=O)n3C)c1,13,2,0.3,0.1
CC(=O)c1ccc(NC(=O)CCc2nnc3ccc(N4CCOCC4)nn23)cc1,-5,-2,0.8,-0.1
C[C@H]1C(=O)N2CCN(Cc3nc(-c4ccc(F)cc4)cs3)C[C@@H]2C(=O)N1C,-8,-1,0.7,-0.2
COc1ccc(-c2onc3ccc(Sc4ccc5noc(-c6ccc(OC)c(OC)c6)c5c4)cc23)cc1OC,14,0,0.4,1.3
COCCSc1nnc(-c2ccncc2)n1-c1ccccc1,-9,-4,-1.2,-0.2
Cc1c(NC(=O)C(C(F)(F)F)C(F)(F)F)c(=O)n(-c2ccccc2)n1C,-2,5,-0.5,-0.2
COC(=O)c1ccc(CNC(=O)Cn2nnnc2CN(C)C(C)C)cc1,11,-5,3.8,0.3
Cc1cc(S(=O)(=O)Nc2cc(C(=O)NCCC3=CCCCC3)ccc2N2CC3CC(C2)c2cccc(=O)n2C3)ccc1F (configuration not stated),14,2,1.8,-0.2
O=C(OCc1ccc([N+](=O)[O-])cc1)c1cc2ccccc2oc1=O,10,-13,-0.2,0.8
CSc1ccc(S(=O)(=O)NCCSCc2ccc(C)cc2)cc1,6,12,0.3,0.0
CC1CN(CC(=O)NCCCn2nnc3ccccc32)Cc2ccccc2O1 (configuration not stated),-2,0,1.4,-0.2
C/C(=C\c1ccccc1)C(=O)N1CCCC1,0,-13,0.9,0.1
O=C(Nc1ccc(Cl)c(C(F)(F)F)c1)c1ccc(Cl)cc1Cl,1,-39,2.4,0.1
CC(NC(=O)c1c(F)cccc1F)C(c1cccs1)N1CCCC1 (configuration not stated),17,-2,-0.7,0.0
CCOC(=O)c1cnc2ccc(OC)cc2c1Nc1ccc(OCc2ccccc2Cl)cc1,0,7,0.4,-0.2
COc1cccc(CC2(CO)CCCN(C(=O)c3ccc(N4CCOCC4)cc3)C2)c1 (configuration not stated),-1,-14,0.5,0.1
CN1CCN(c2nc3nc(-c4cccs4)cc(C(F)(F)F)c3s2)CC1,-4,-6,0.5,0.1
Nn1cnnc1N/N=C/c1ccc(-c2ccc(Br)cc2)o1,-10,-4,0.8,-1.4
CC(=O)c1sc(N2N=C(c3cc(C)ccc3C)CC2c2cccc([N+](=O)[O-])c2)nc1C (configuration not stated),14,1,-1.9,0.6
COc1ccc2nc(N3CCCC(C(=O)NCc4ccc(F)cc4)C3)sc2c1 (configuration not stated),3,-1,-0.2,-0.1
O=C(CCc1nc(-c2ccccc2F)no1)Nc1ccccc1[N+](=O)[O-],3,-6,-0.5,-0.1
COc1ccc2nc(-c3ccc(OC)c(NC(=O)c4ccccc4F)c3)cn2n1,0,-10,-2.0,0.0
COc1ccc2c(c1OC)C(=O)N(c1nc(-c3ccccc3)c(C(=O)c3ccccc3)s1)C2=O,-8,5,0.6,-0.1
CCC1CCCCN1C(=O)CSc1nc2ccccc2c(=O)n1CC1COc2ccccc2O1 (configuration not stated),-5,4,-1.1,-0.2
COc1ccc(S(=O)(=O)N(C(C)=O)c2ccc3oc(=O)sc3c2)cc1OC,-20,4,-0.1,-0.3
CCOC(=O)CN(c1cccc(C(C)=O)c1)S(C)(=O)=O,-6,-14,-0.3,0.4
CC(C)Oc1cc(-n2nc(-c3ccccc3)cc2-c2ccccc2)ncn1,1,-10,1.1,-0.1
CC(=O)NC(C(=O)OCc1cnc(-c2ccccc2)s1)C(C)C (configuration not stated),4,59*,-6.8,0.1
CC(C)c1ccc(NS(=O)(=O)c2ccccc2C#N)cc1,6,-42,1.6,0.0
O=C(Cn1c2ccccc2c2cn[nH]c(=O)c21)NCc1ccc(Cl)cc1,-6,-1,0.2,-0.1
COC(=O)c1sc(N)c(C(=O)OC)c1CSc1n[nH]c(COc2ccc(C)cc2)n1,5,1,-0.9,0.1
CCCCCOC(=O)C1=C(C)NC2=C(C(=O)CCC2)C1c1cccc(Cl)c1Cl (configuration not stated),-1,3,-1.2,-0.1
O=C(N/C(=C\c1cc(Br)cs1)C(=O)N1CC2CC(C1)c1cccc(=O)n1C2)c1ccccc1F (configuration not stated),4,-1,0.8,0.0
O=C(NNC(=O)C1CC(=O)N(c2ccc3c(c2)OCCO3)C1)c1ccco1 (configuration not stated),23,9,-2.2,0.3
C=C(C)c1cccc(C(C)(C)NC(=O)NCC(C)C)c1,-7,-1,-0.4,-0.1
O=C1NC(=Nc2cccc3ccccc23)SC1(CO)CO,13,2,-1.2,0.2
O=C(O)c1cc2n(n1)C(C(F)(F)F)CC(c1ccc3c(c1)OCO3)N2 (configuration not stated),-10,-4,-0.1,0.0
O=C1c2ccccc2C(=O)c2c1oc1c3c(ccc21)OCN(Cc1cccnc1)C3,14,7,-1.9,0.2
COC(=O)c1ccc(COC(=O)c2cc(OC)c(OC)cc2[N+](=O)[O-])o1,3,-6,-0.8,-0.4
Cc1nc2c(c(=O)[nH]1)CN(Cc1ccc3nccnc3c1)CC2,0,-12,-1.3,0.6
COc1ccc(NC(=O)Nc2nnc(CSCc3ccc(Cl)cc3)s2)cc1,1,-5,0.1,-0.1
Cc1ccc(Nc2cc(C)nc(NCc3ccccc3)n2)cc1,-10,14,1.0,-0.3
Cc1cc(SCC(=O)N2CCCCCC2)nc(=O)[nH]1,-7,-3,-1.7,0.0
CCOC(=O)C1=C(C)N=c2s/c(=C\c3ccc(OCc4ccc([N+](=O)[O-])cc4)c(OCC)c3)c(=O)n2C1c1ccc(OC)c(OC)c1 (configuration not stated),3,-7,-0.1,0.7
Cc1ccc(NC(=O)CSc2nc3n[nH]c(C)c3c(=N)n2-c2cccc(C)c2)cc1,12,7,-1.0,0.2

# (more compounds)
SMILES,MITF inh,TEAD-YAP inh,GPR151 ag,FBW7 act
CCOC(=O)CN1CC23C=CC(O2)C(C(=O)NCCc2ccccc2)C3C1=O (configuration not stated),-4,-3,0.2,-0.1
c1ccc2c(c1)nc(Nc1ccc3c(c1)OCO3)c1nnnn12,9,-4,-0.5,0.2
O=C(NC(=S)Nc1ccccc1C(=O)O)c1ccccc1I,11,0,0.1,0.1
CCC(CC)C(=O)N1CCOc2ccc(CN3CCN(C(C)=O)CC3)cc2C1,15,0,0.6,0.2
Cc1ccc(NC(=O)Cn2cnc3sc(C(=O)Nc4nc5c(C)cccc5s4)c(C)c3c2=O)cc1Cl,0,-2,-1.0,-0.2
Cc1cccc(S(=O)(=O)N2CCCC(c3[nH]ncc3C)C2)c1 (configuration not stated),-2,-19,-1.2,0.0
Cc1ccc(NC(=O)COC(=O)c2cc(O)[nH]c(=O)c2)cc1[N+](=O)[O-],1,15,-1.0,-0.2
c1nc(Nc2ccc3c(c2)OCCO3)c2c3c(sc2n1)CCC3,12,-38,-0.6,0.0
COc1ccc(C(c2nnnn2C2CCCC2)N2CCC(C)CC2)cc1OC (configuration not stated),2,-10,0.2,-0.1
Cc1c(Cl)cccc1NC(=O)CN1CCN(CCO)CC1,15,-4,-2.2,1.0
CCOC(=O)c1sc(N2C(=O)C(=O)/C(=C(/O)c3ccccc3)C2c2cccc(Br)c2)nc1C (configuration not stated),-23,-9,0.4,-0.1
CCCCNC(=O)c1n[nH]c(=O)c2ccccc12,15,-16,-0.1,0.3
Cc1cccc(C)c1NC(=O)C1CCCN1S(=O)(=O)c1cccc2nsnc12 (configuration not stated),-12,-10,0.1,0.0
CCOC(=O)c1c(C)oc2ccc(OC(C)=O)cc12,0,-11,0.4,0.0
Cc1c(C(=O)Nc2ccc(Oc3ccccc3)cc2)sc2ncn(CC(=O)N3CC(C)CC(C)C3)c(=O)c12 (configuration not stated),4,5,3.4,0.0
O=C(Nc1ccc(S(=O)(=O)N2CCCC2)cc1)Nc1cccc(C(F)(F)F)c1,5,4,-1.5,0.0
Cc1cc(=O)n(C)c(=O)n1Cc1ccccc1,9,-6,-1.7,0.0
CN(Cc1ccccc1)C(=O)Cc1noc2ccccc12,12,-26,0.9,0.8
CCc1ccc(NC(=O)COC(=O)/C(C#N)=C/c2ccc3c(c2)OCO3)cc1,3,9,-0.1,-0.2
O=C1Nc2ccc(NS(=O)(=O)c3ccccc3)c3cccc1c23,-2,3,-0.3,-0.1
CC1CCc2c(sc3c2c(=O)n(C)c2n[nH]c(=S)n32)C1 (configuration not stated),-9,2,0.1,-0.2
COC(=O)c1ccc(COn2c(=O)c[n+]([O-])c3ccccc32)cc1,2,1,-1.1,0.2

# As entered above.
# CC1CCc2c(sc3c2c(=O)n(C)c2n[nH]c(=S)n32)C1 (configuration not stated) @ GPR151 ag: 0.1
# CCc1ccc(NC(=O)COC(=O)/C(C#N)=C/c2ccc3c(c2)OCO3)cc1 @ TEAD-YAP inh: 9
# COC(=O)c1ccc(COn2c(=O)c[n+]([O-])c3ccccc32)cc1 @ FBW7 act: 0.2
# CN(Cc1ccccc1)C(=O)Cc1noc2ccccc12 @ GPR151 ag: 0.9
# O=C(Nc1ccc(S(=O)(=O)N2CCCC2)cc1)Nc1cccc(C(F)(F)F)c1 @ MITF inh: 5

# From PubChem BioAssay

# Rows are unselected; overall some 3.4% were active at least once.
